# Runt-SMMHC FRET: blocks binding of human RUNX1 Runt domain to CBFb-SMMHC; Q01196+Q13951; Cerulean-Runt/Venus-CBFb-SMMHC FRET ratio 530/480, 1 h; inhibition, % at 20 µM; 220,000 tested, 0.74% active; AID 1434;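 active means mean inhibition across duplicate retests at 20 µM reaching about 50%, limit read from the data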;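 further: 0% = DMSO wells and 100% = wells with excess untagged CBFb-SMMHC; inhibitors lower the FRET ratio by blocking Runt binding to CBFb-SMMHC; some results filed as inactive read as strong as hits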
# MDM2 E3 inh: blocks human Mdm2 ubiquitin ligase activity; Q00987; cell-based MDM2 ubiquitination luciferase reporter, 2 h; 0 = plate control, 100 = twice control, blank-subtracted; signal enhancement, % at 5 µM; 210,000 tested, 0.11% active; AID 1230;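 active means signal enhancement of 30% or more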;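 further: luminescence tracks abundance of the self-degrading MDM2-luciferase fusion protein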
#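 Assay system: stable mammalian line carrying autodegrading MDM2–luciferase fusion reporter; amount: 2000 cells seeded into each well; buffer or medium: DMEM; benchmarks: plate control and blank wells; signal: luciferase luminescence; timing: 2 h compound exposure at 37 °C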
# 14-3-3 Bad PPI: disrupts binding of bovine 14-3-3 zeta to phospho-Bad peptide. AID 781. TR-FRET 14-3-3zeta/Dy647-pBad peptide displacement, 1 h. 220,000 tested, 0.71% active. P63103. inhibition, % at 21.7 µM;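 active means inhibition above about 70%, limit read from the data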;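 further: 0% = full 14-3-3 plus peptide FRET controls and 100% = background without 14-3-3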
# EBV gp42 block: EBV gp42 inhibition. inhibition, % (tested at 21.74 µM). Q1HVG2. 220,000 tested, 0.42% active. Fluorescence polarization binding assay, mP read-out; in the data active means inhibition above about 50%
# Target sequence (Q1HVG2 whole entry, looked up): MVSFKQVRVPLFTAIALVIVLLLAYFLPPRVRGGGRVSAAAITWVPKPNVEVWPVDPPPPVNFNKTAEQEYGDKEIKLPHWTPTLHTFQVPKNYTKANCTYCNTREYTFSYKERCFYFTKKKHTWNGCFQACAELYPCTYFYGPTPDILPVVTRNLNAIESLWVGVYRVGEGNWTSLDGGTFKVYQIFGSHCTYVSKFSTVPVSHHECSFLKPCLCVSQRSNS
# Runt-CBFb FRET: inhibitors of human RUNX1 Runt domain binding to CBFb; inhibition, % at 20 µM; AID 1496; Q01196+Q13951; 220,000 tested, 0.46% active; Cerulean-Runt/Venus-CBFb FRET ratio 530/480, 1 h;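 active means inhibition over about 50% at 20 µM in the single-dose screen, limit read from the data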;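 further: 0% = DMSO wells and 100% = excess unlabeled CBFb competitor control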
#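 Reagent – Venus-CBFb binding partner, 100 nM · Assay system – Cerulean-tagged RUNX1 Runt domain (FRET donor) fusion protein · Input – 100 nM per protein · Incubation – two 1 h room-temperature incubations shielded from light · Measured by – FRET fluorescence · Medium – Tris buffer pH 7.5 with salts and BSA · Benchmarks – unlabeled CBFb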
# Tb hexokinase: T. brucei hexokinase 1 inhibition. recombinant TbHK1, G6PDH-coupled NADH A340. inhibition, % at 10 µM. AID 1430. 220,000 tested, 0.11% active;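 active means inhibition of 50% or more in the single-dose primary screen; inactive means inhibition below 50%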
# Hck Nef HTS: human Hck-Nef kinase inhibition; P08631; Recombinant Hck-YEEI plus Nef, Z-Lyte FRET kinase assay; inhibition, % at 20 µM; 220,000 tested, 0.68% active;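 active means Hck-Nef kinase inhibition above about 50%, limit read from the data; inactive means inhibition below that limit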;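 further: 0% = DMSO with Hck plus Nef and 100% = Hck alone without Nef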
# Target sequence (P08631 whole entry, looked up): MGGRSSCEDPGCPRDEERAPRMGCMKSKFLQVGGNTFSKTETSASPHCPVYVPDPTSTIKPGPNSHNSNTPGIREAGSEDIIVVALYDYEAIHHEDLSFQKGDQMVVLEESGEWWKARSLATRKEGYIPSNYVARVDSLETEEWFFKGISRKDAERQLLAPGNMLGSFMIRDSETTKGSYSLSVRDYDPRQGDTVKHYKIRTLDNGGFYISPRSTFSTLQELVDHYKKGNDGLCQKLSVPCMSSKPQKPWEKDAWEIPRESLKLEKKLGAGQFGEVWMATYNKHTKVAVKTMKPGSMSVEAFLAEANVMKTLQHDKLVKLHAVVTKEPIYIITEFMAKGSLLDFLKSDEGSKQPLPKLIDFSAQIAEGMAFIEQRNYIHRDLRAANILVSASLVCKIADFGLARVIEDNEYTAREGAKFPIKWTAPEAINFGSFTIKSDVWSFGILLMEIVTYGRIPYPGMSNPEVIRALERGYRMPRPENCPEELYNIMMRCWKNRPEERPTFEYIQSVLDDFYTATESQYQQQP
# NCF1 inh: blocks human p47phox regulatory protein of NADPH oxidases; 220,000 tested, 0.53% active; inhibition, % at 24.7 µM; p47phox/p22phox peptide binding, fluorescence polarization, 2 h; AID 1274; P14598;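 active means inhibition above about 30%, limit read from the data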;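 further: 0% = p47phox with labelled peptide and 100% = labelled peptide alone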
# L929 necroptosis: L929 zVAD cell death inhibition. 220,000 tested, 0.38% active. L929 zVAD necroptosis rescue, ATP luminescence, 24 h; with zVAD 60 µM. viability rescue, % at 10 µM;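 active means activation, scaled between plate controls, above about 75%, limit read from the data; inactive means activation under that limit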;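 further: 0% = zVAD with DMSO and 100% = DMSO alone without zVAD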
# Active calls of the source: *; x = no result given; [ ] = remark or other dose.
1: CCOc1cc(NC(=S)NCC2CCCO2)c(OCC)cc1NC(=O)c1ccc(C)cc1 (stereo not given)
2: COC(=O)/C(=C\c1ccc2c(c1)c1ccccc1n2C)NC(=O)c1ccccc1
3: FC(F)(F)Oc1ccc(Nc2nc3ccccc3o2)cc1
4: CCOC(=O)/C(=N/Nc1ccc(Cl)cc1)Sc1nnnn1-c1ccc(C)cc1
5: Cn1c(CCc2ccccc2)n[nH]c1=S
6: CC1c2nc3ccccc3n2C(CC(=O)NCCCN2CCOCC2)C(=O)N1Cc1ccccc1 (stereo not given)
7: O=C(Cc1ccc(S(=O)(=O)N2CCCC2)s1)NC1CCCCCC1
8: COc1ccc(OC)c(C2=NOC(C(=O)Nc3cccc(C(C)=O)c3)C2)c1 (stereo not given)
9: S=c1[nH]nc(CN2CCCC2)n1Cc1ccccc1
10: COc1cc(C)c(C(C)C)cc1S(=O)(=O)N1CCN(C)CC1
Compound | 1 | 2 | 3 | 4 | 5 | 6 | 7 | 8 | 9 | 10
Runt-SMMHC FRET | -2.2 | -2.1 | 0.8 | -6.0 | 4.9 | 1.5 | 1.2 | -2.1 | 3.1 | 2.6
MDM2 E3 inh | -8.2 | -4.6 | -15.7 | x | 3.1 | -10.3 | 2.1 | -21.5 | -10.7 | -24.9
14-3-3 Bad PPI | -3.4 | 3.4 | -4.0 | -9.7 | -15.6 | -9.2 | 7.0 | -0.6 | -8.0 | 8.0
EBV gp42 block | 5.7 | -25.1 | 3.2 | 0.5 | -10.6 | 5.2 | -19.3 | -2.9 | 0.5 | -18.0
Runt-CBFb FRET | 0.6 | -2.2 | 2.6 | 1.0 | 3.2 | -0.1 | -0.4 | -1.0 | 2.7 | -0.8
Tb hexokinase | -5.3 | -6.0 | -1.3 | -15.1 | -1.3 | 3.2 | -6.0 | -2.3 | -2.6 | 0.9
Hck Nef HTS | 2.5 | 5.8 | 0.4 | 4.4 | 19.2 | 17.6 | 2.6 | 3.4 | 17.6 | -0.6
NCF1 inh | -2.0 | -15.0 | -5.7 | -13.2 | -10.7 | 2.0 | -20.6 | 3.1 | -9.1 | -13.2
L929 necroptosis | 1.8 | 7.2 | 0.7 | 1.2 | 5.5 | 3.3 | -0.4 | 0.2 | -0.1 | 0.8

11: Cc1nnc(SCC(=O)NC(=O)NC2CCCC2)n1N
12: O=C(NC1CC1)c1ccc2snnc2c1
13: Cc1ccc(C(=O)OCC(=O)Nc2sc3c(c2C#N)CCC3)cc1
14: O=C1C2CC=CCC2C(=O)N1CC1CCCO1 (stereo not given)
15: Cn1c2ccc(F)cc2c2ncn(Cc3ccccn3)c(=O)c21
16: COc1ccc(OC)c(NC(=O)C(=O)NNC(=O)c2cccs2)c1
17: O=C(Nc1ccccc1)C1=C[C@H](c2ccc(C(F)(F)F)cc2)C[C@H](OCc2ccc(CO)cc2)O1
18: Cc1nn(-c2ccccc2)c(Cl)c1C(=O)Nc1nnc(C2CCCCC2)s1
19: COc1ccc(C(=O)NC(=S)Nc2ccc([N+](=O)[O-])cc2C)cc1OC
20: O=C(CCC(=O)c1ccc(F)cc1)Nc1ccccc1Cl
Compound | 11 | 12 | 13 | 14 | 15 | 16 | 17 | 18 | 19 | 20
Runt-SMMHC FRET | -0.9 | 2.4 | -1.8 | -2.2 | -0.5 | 2.3 | 1.7 | -0.3 | -1.9 | -2.7
MDM2 E3 inh | -12.1 | -4.3 | 1.5 | -19.2 | -12.7 | -11.5 | 21.4 | 1.5 | -5.6 | -14.5
14-3-3 Bad PPI | -10.7 | -24.2 | -22.6 | 2.4 | 6.2 | -11.7 | -6.1 | 9.9 | 17.1[fluorescence artefact?] | 16.9
EBV gp42 block | -6.5 | -2.3 | -24.1 | 3.8 | 0.7 | -7.7 | -22.5 | -4.1 | 4.3 | -4.1
Runt-CBFb FRET | 1.0 | -0.5 | 1.9 | -1.3 | 0.0 | 2.0 | 0.8 | -2.4 | 0.5 | 0.3
Tb hexokinase | -4.7 | 2.9 | 15.3 | 6.8 | -16.4 | -30.3 | -6.4 | -0.7 | -9.5 | 39.8
Hck Nef HTS | 0.1 | 25.4 | 3.6 | 2.9 | -0.1 | 0.8 | 15.9 | -0.3 | -0.1 | 1.7
NCF1 inh | 1.4 | -4.8 | -35.2 | -6.9 | 3.1 | -8.5 | -61.9 | -11.4 | 1.4 | 0.3
L929 necroptosis | 0.7 | 2.2 | 1.0 | 0.3 | 1.1 | 1.0 | 0.1 | -0.2 | -0.1 | 0.3

21: COc1cccc(C(=O)OCn2nnc3ccccc3c2=O)c1
22: CC(N=C1NS(=O)(=O)c2ccccc21)C(=O)N1CCc2ccccc2C1 (stereo not given)
23: O=C(CSc1nnc(-c2cccc(S(=O)(=O)N3CCCC3)c2)n1-c1ccccc1)Nc1ccc(C(=O)O)cc1
24: CCCNS(=O)(=O)c1ccc(NC(=O)Cc2cccs2)cc1
Compound | 21 | 22 | 23 | 24
Runt-SMMHC FRET | -2.1 | -1.7 | -0.3 | 0.2
MDM2 E3 inh | -5.5 | 5.9 | x | 2.7
14-3-3 Bad PPI | 4.8[fluorescence artefact?] | -14.6 | 5.0 | -1.7
EBV gp42 block | -12.3 | -11.5 | -14.1 | -19.3
Runt-CBFb FRET | -0.8 | -0.5 | 1.3 | -1.1
Tb hexokinase | 0.0 | 1.7 | -7.3 | 0.8
Hck Nef HTS | 6.4 | -0.2 | 8.1 | 4.2
NCF1 inh | -22.1 | -6.9 | x | -20.1
L929 necroptosis | 0.0 | 0.3 | -0.5 | 0.0

# Two of these compounds in another layout.
# Each structure is followed by: Runt-SMMHC FRET	MDM2 E3 inh	14-3-3 Bad PPI	EBV gp42 block	Runt-CBFb FRET	Tb hexokinase	Hck Nef HTS	NCF1 inh	L929 necroptosis
(23) O=C(CSc1nnc(-c2cccc(S(=O)(=O)N3CCCC3)c2)n1-c1ccccc1)Nc1ccc(C(=O)O)cc1
  -0.3	x	5.0	-14.1	1.3	-7.3	8.1	x	-0.5
(13) Cc1ccc(C(=O)OCC(=O)Nc2sc3c(c2C#N)CCC3)cc1
  -1.8	1.5	-22.6	-24.1	1.9	15.3	3.6	-35.2	1.0

# Reformatted with two lines to a compound: ten of the compounds above
# Sequence of screens – Runt-SMMHC FRET | MDM2 E3 inh | 14-3-3 Bad PPI | EBV gp42 block | Runt-CBFb FRET | Tb hexokinase | Hck Nef HTS | NCF1 inh | L929 necroptosis
15. Cn1c2ccc(F)cc2c2ncn(Cc3ccccn3)c(=O)c21
→ -0.5 | -12.7 | 6.2 | 0.7 | 0.0 | -16.4 | -0.1 | 3.1 | 1.1
16. COc1ccc(OC)c(NC(=O)C(=O)NNC(=O)c2cccs2)c1
→ 2.3 | -11.5 | -11.7 | -7.7 | 2.0 | -30.3 | 0.8 | -8.5 | 1.0
17. O=C(Nc1ccccc1)C1=C[C@H](c2ccc(C(F)(F)F)cc2)C[C@H](OCc2ccc(CO)cc2)O1
→ 1.7 | 21.4 | -6.1 | -22.5 | 0.8 | -6.4 | 15.9 | -61.9 | 0.1
18. Cc1nn(-c2ccccc2)c(Cl)c1C(=O)Nc1nnc(C2CCCCC2)s1
→ -0.3 | 1.5 | 9.9 | -4.1 | -2.4 | -0.7 | -0.3 | -11.4 | -0.2
19. COc1ccc(C(=O)NC(=S)Nc2ccc([N+](=O)[O-])cc2C)cc1OC
→ -1.9 | -5.6 | 17.1[fluorescence artefact?] | 4.3 | 0.5 | -9.5 | -0.1 | 1.4 | -0.1
20. O=C(CCC(=O)c1ccc(F)cc1)Nc1ccccc1Cl
→ -2.7 | -14.5 | 16.9 | -4.1 | 0.3 | 39.8 | 1.7 | 0.3 | 0.3
21. COc1cccc(C(=O)OCn2nnc3ccccc3c2=O)c1
→ -2.1 | -5.5 | 4.8[fluorescence artefact?] | -12.3 | -0.8 | 0.0 | 6.4 | -22.1 | 0.0
22. CC(N=C1NS(=O)(=O)c2ccccc21)C(=O)N1CCc2ccccc2C1 (stereo not given)
→ -1.7 | 5.9 | -14.6 | -11.5 | -0.5 | 1.7 | -0.2 | -6.9 | 0.3
23. O=C(CSc1nnc(-c2cccc(S(=O)(=O)N3CCCC3)c2)n1-c1ccccc1)Nc1ccc(C(=O)O)cc1
→ -0.3 | x | 5.0 | -14.1 | 1.3 | -7.3 | 8.1 | x | -0.5
24. CCCNS(=O)(=O)c1ccc(NC(=O)Cc2cccs2)cc1
→ 0.2 | 2.7 | -1.7 | -19.3 | -1.1 | 0.8 | 4.2 | -20.1 | 0.0
